# NLRP3 yeast inh: NALP3 inhibition in yeast; inhibition, % at 10 µM; actives 0.39% (n = 330,000); AID 2825; Yeast reconstituted NLRP3/ASC/caspase-1, beta-gal luminescence, 24 h;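 active = inhibition of 50% or more; inactive = inhibition below 50%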;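 note: plate controls were induced DMSO wells for no effect and uninduced yeast grown without galactose for full effect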
# mIAP act: mouse IAP activation. actives 0.24% (n = 330,000). AID 2805. muIAP, CDP-Star luminescence, 30 min; hits give high values; 1 = vehicle-only enzyme signal, 0 = enzyme-free wells. activation factor at 10 µM;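 active = activation factor of at least 2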; note: the source names both 10 and 20 µM as test concentration; values of inactives mirror those of a sister screen read the other way
#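 Assay system: mouse IAP enzyme / Compound: DMSO-dissolved test compounds / Timing: 30 min, room temperature / Measured by: luminescence from enzymatic CDP-Star hydrolysis / Control set: DMSO-only wells, enzyme-free buffer wells as negative control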
# APOBEC3G inh: blocks human APOBEC3G single-stranded DNA deamination | Q9HC16 | recombinant A3G, ssDNA deamination FAM/TAMRA fluorescence | inhibition, % at 20 µM | actives 0.28% (n = 330,000);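 active = inhibition of at least 40% at 20 µM, with no more than 30% in the related APOBEC3A deaminase screen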;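 note: plate controls were DMSO wells with A3G for no effect and wells lacking A3G enzyme for full effect; some compounds called inactive have numbers as strong as hits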
# Target sequence (Q9HC16 whole entry, looked up): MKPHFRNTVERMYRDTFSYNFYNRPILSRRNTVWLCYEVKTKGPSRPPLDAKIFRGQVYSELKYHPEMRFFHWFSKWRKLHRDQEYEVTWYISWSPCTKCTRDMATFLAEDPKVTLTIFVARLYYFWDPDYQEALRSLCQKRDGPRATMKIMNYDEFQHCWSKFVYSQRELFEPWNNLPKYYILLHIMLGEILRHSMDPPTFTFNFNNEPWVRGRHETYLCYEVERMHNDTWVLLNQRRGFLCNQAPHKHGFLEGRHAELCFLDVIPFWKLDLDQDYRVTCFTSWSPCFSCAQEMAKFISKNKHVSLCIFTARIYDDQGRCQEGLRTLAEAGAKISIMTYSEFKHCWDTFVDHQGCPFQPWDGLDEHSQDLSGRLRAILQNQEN
# A3A deaminase: blocks human APOBEC3A ssDNA deamination | P31941 | inhibition, % at 20 µM | recombinant A3A, FAM/TAMRA ssDNA deamination fluorescence | actives 0.41% (n = 330,000);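 active = at least 40% inhibition at 20 µM here, with at most 30% in a related deaminase screen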;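 note: plate controls were A3A with DMSO for no effect and wells lacking A3A enzyme for full effect; some results filed as inactive read as strong as hits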
# MIN6 prolif: MIN6 beta-cell proliferation induction | MIN6 cells proliferation, ATPlite luminescence, 48 h; cells starved in 0.2% serum; 100% = growth in 10% serum | proliferation, % at 10 µM | actives 0.29% (n = 330,000) | AID 2380;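 active = compounds whose signal lies at least 3.5 SD above the mean of all wells on their plate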;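 note: 0% = DMSO-treated cells in low-serum medium and 100% = 10% serum control; some compounds called inactive have numbers as strong as hits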
# hIAP inh: human IAP inhibition; P09923; purified IAP, CDP-Star luminescence, 30 min; inhibition, % at 10 µM; actives 0.12% (n = 330,000); AID 2544;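 active = inhibition reaching a set limit with compound at 10 µM in the primary screen, cut at about 35% in these data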;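 note: plate controls were DMSO wells with enzyme for no effect and no-enzyme buffer wells for full effect; values of inactives mirror those of a sister screen read the other way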
# Target sequence (P09923 whole entry, looked up): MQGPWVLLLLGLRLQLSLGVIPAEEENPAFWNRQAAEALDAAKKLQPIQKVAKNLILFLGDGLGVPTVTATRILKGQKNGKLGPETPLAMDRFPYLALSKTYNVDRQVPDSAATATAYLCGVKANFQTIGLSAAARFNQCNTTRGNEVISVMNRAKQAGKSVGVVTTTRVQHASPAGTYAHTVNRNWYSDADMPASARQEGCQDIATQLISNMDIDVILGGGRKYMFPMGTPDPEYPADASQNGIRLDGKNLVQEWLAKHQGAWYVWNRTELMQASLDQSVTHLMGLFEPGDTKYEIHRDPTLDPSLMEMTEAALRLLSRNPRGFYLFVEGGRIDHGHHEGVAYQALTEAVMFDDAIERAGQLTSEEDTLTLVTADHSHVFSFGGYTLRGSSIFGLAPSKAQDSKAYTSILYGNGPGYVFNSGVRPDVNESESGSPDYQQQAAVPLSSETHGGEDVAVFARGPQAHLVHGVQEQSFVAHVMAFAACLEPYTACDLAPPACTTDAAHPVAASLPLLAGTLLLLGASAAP
# mIAP inh: blocks mouse intestinal alkaline phosphatase | purified mouse IAP, CDP-Star luminescence, 30 min | inhibition, % at 10 µM | actives 0.2% (n = 330,000) | AID 2806;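 active = inhibition of at least 40% at 10 µM in the primary screen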;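 note: plate controls were DMSO with enzyme for no effect and no enzyme wells for full effect; values of inactives mirror those of a sister screen read the other way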
# hIAP act: human IAP activation; purified human IAP, CDP-Star luminescence, 30 min; hits give high values; 1 = vehicle-only enzyme, 0 = enzyme-free background; activation factor at 10 µM; actives 0.16% (n = 330,000); AID 2524;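 active = activation factor of the enzyme at least 2-fold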; note: the source names both 10 and 20 µM as test concentration; values of inactives mirror those of a sister screen read the other way
# SENP1 inh: SENP1 (human) catalytic domain inhibition; Q9P0U3; recombinant SENP1 catalytic domain, CyPet-SUMO1-YPet FRET cleavage; inhibition, % at 10 µM; actives 0.21% (n = 360,000); AID 624204;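 active = inhibition at least 30% at 10 µM, raw YFP signal under a set limit, fluorescence ratio 0.5 to 1.5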;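 note: 0% = enzyme with DMSO and 100% = no enzyme wells; some results filed as inactive read as strong as hits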
#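 material = recombinant human SENP1 catalytic domain, His6-tagged | quantity = 20 pM enzyme | reagent = 25 nM SUMO1 FRET substrate | compound dosing = 10 µM single point, 0.5% DMSO | timing = 50 min enzyme reaction, room temperature, light-protected | detection = FRET, CFP and YFP emission | control set = no-enzyme low, enzyme-DMSO high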
# * = called active by the depositor; / = no result given. Only part of the results is shown; count on the stated rates, not on these rows.
SMILES,NLRP3 yeast inh,mIAP act,APOBEC3G inh,A3A deaminase,MIN6 prolif,hIAP inh,mIAP inh,hIAP act,SENP1 inh
CCn1ccnc1CN1CCc2c([nH]c3ccccc23)C1CC(C)C (configuration not stated),20.3,1.24,-4.3,-2.5,-6.1,-29.1,-24.4,1.29,-20.4
CCOc1ccc(S(=O)(=O)N(CC)CC(=O)NCc2cccnc2)cc1C,7.4,0.984,-11.4,0.5,0.1,-0.2,1.6,1,0.9
O=C(NCCc1ccccc1)C1CCN(S(=O)(=O)c2cccnc2)CC1,9.8,1.02,-5.9,-0.5,0.6,5.6,-2.5,0.944,0.5
COCC1CCCN(Cc2cn(-c3ccccc3F)nc2-c2cc(C)sc2C)C1 (configuration not stated),14.6,0.905,-2.0,-1.2,-2.2,11.8,9.5,0.882,-3.0
COc1ccccc1C(=O)NC(CCSC)C(=O)NNC(=O)c1ccccc1C (configuration not stated),8.4,1.03,-7.7,-3.0,-1.1,-21.5,-2.8,1.22,-0.2
O=C(N/N=C/c1ccc(OC(=O)c2ccccc2Cl)cc1)c1ccc(O)cc1,20.1,1.06,6.2,3.6,-5.9,-10.0,-5.7,1.1,1.5
Cc1c(C(=O)N2CCCC2)oc2c1-c1[nH]ncc1CC2,16.1,0.981,0.0,0.4,-2.2,12.9,1.9,0.871,-49.7
CCC(=O)c1c[nH]c(C(=O)NCc2ccco2)c1,5.0,1.08,-10.1,-3.3,-2.6,-25.3,-8.1,1.25,2.0
O=C(CCCCN1CCCCC1)c1ccccc1,9.4,0.977,-3.1,-2.5,-1.9,-25.6,2.3,1.26,0.2
CCNc1nc(Cl)nc(-c2cn(-c3ccccc3)c3ccccc23)n1,-4.2,0.877,0.6,-5.0,-6.2,-1.5,12.3,1.01,-3.3
COc1ccccc1NC(=O)C(O)C(O)C(=O)Nc1ccccc1OC (configuration not stated),12.0,1.12,-9.6,-6.5,-2.9,-29.3,-11.6,1.29,2.6
Cc1cc(NC(=O)Cn2nc(C(F)(F)F)c3c2CCCC3)no1,33.1,0.979,-3.4,-2.8,-0.5,16.9,2.1,0.831,0.3
O=C(CSc1ccc(-c2ccc(F)cc2)nn1)N1CCCCC1,-22.6,0.941,-4.8,-9.3,-2.2,-4.3,5.9,1.04,2.3
CCc1nn2c(NCCOC)cc(C)nc2c1-c1ccc(F)cc1,-10.8,0.944,-3.2,0.6,-2.3,-6.6,5.6,1.07,-1.0
COc1ccccc1OCCNC(=O)CNC(=O)c1ccc(Cl)c(Cl)c1,-2.3,0.925,-12.0,-4.5,-2.3,-1.4,7.5,1.01,-0.4
S=C(c1ccc(-c2cccc(Cl)c2)o1)N1CCCCC1,5.0,0.89,-6.3,-10.1,-5.5,6.1,11.0,0.939,0.2
Cc1cccc(-n2nnc(C(=O)NCc3ccc4c(c3)OCO4)c2N)c1,20.5,1.01,-2.9,-1.4,-0.2,6.5,-0.8,0.935,-0.9
COc1cccc(CN2CCN(Cc3ccc4cccc(F)c4n3)CC2CCO)c1 (configuration not stated),15.1,1.01,-9.7,-2.0,1.8,-6.3,-0.7,1.06,-3.6
c1ccc(-c2noc(-c3ccc4ccccc4c3)n2)cc1,11.1,0.934,-3.1,-0.4,-2.9,0.8,6.6,0.992,1.2
COc1cc(C(=O)NCc2nnc(SCC(=O)Nc3cccc(C(F)(F)F)c3)o2)cc(OC)c1OC,18.6,0.951,-2.2,1.0,1.8,-33.2,4.9,1.33,1.2
O=C(CCNS(=O)(=O)c1cccs1)NCc1ccco1,26.8,0.863,-3.4,4.3,0.3,2.4,13.7,0.976,-4.7
O=C(NCc1ccccn1)C(=O)Nc1cc2c3c(c1)CC(=O)N3CCC2,12.2,0.949,1.6,7.9,6.0,13.1,5.1,0.869,-0.9
Nc1c(N(Cc2ccco2)C(=O)c2ccccc2F)c(=O)[nH]c(=O)n1Cc1ccccc1,8.5,1.08,-5.1,-2.2,1.8,-0.1,-7.7,1,-4.8
Cc1ccccc1NC(=O)C(=O)NCCCN1CCOCC1,12.4,1.03,-2.4,0.9,0.6,14.4,-2.9,0.856,2.5
CCC/C=N/NC(=O)c1cc(Br)ccc1O,10.3,0.876,-3.9,-3.4,-0.4,-1.1,12.4,1.01,-1.5

# Entries shown so far that have an aryl methoxy group:
SMILES,NLRP3 yeast inh,mIAP act,APOBEC3G inh,A3A deaminase,MIN6 prolif,hIAP inh,mIAP inh,hIAP act,SENP1 inh
COc1ccccc1C(=O)NC(CCSC)C(=O)NNC(=O)c1ccccc1C (configuration not stated),8.4,1.03,-7.7,-3.0,-1.1,-21.5,-2.8,1.22,-0.2
COc1ccccc1NC(=O)C(O)C(O)C(=O)Nc1ccccc1OC (configuration not stated),12.0,1.12,-9.6,-6.5,-2.9,-29.3,-11.6,1.29,2.6
COc1ccccc1OCCNC(=O)CNC(=O)c1ccc(Cl)c(Cl)c1,-2.3,0.925,-12.0,-4.5,-2.3,-1.4,7.5,1.01,-0.4
COc1cccc(CN2CCN(Cc3ccc4cccc(F)c4n3)CC2CCO)c1 (configuration not stated),15.1,1.01,-9.7,-2.0,1.8,-6.3,-0.7,1.06,-3.6
COc1cc(C(=O)NCc2nnc(SCC(=O)Nc3cccc(C(F)(F)F)c3)o2)cc(OC)c1OC,18.6,0.951,-2.2,1.0,1.8,-33.2,4.9,1.33,1.2

# 2 records drawn at random from the list so far:
SMILES,NLRP3 yeast inh,mIAP act,APOBEC3G inh,A3A deaminase,MIN6 prolif,hIAP inh,mIAP inh,hIAP act,SENP1 inh
O=C(N/N=C/c1ccc(OC(=O)c2ccccc2Cl)cc1)c1ccc(O)cc1,20.1,1.06,6.2,3.6,-5.9,-10.0,-5.7,1.1,1.5
O=C(CSc1ccc(-c2ccc(F)cc2)nn1)N1CCCCC1,-22.6,0.941,-4.8,-9.3,-2.2,-4.3,5.9,1.04,2.3

# Next part.
SMILES,NLRP3 yeast inh,mIAP act,APOBEC3G inh,A3A deaminase,MIN6 prolif,hIAP inh,mIAP inh,hIAP act,SENP1 inh
O=C(O)C(O)(c1ccccc1)C(O)c1ccccc1 (configuration not stated),1.5,1.04,-4.8,1.0,1.0,-30.0,-3.7,1.3,0.0
O=C1c2ccccc2S(=O)(=O)c2cc(C(=O)N3CCN(c4ccc(Cl)cn4)CC3)ccc21,24.0,0.905,-4.5,-0.1,1.6,-3.3,9.5,1.03,2.8
Cc1cc2ccccc2c(=O)n1CC(=O)NCC(=O)N1CCN(c2ccccc2F)CC1,-4.3,0.91,-7.2,0.2,-3.3,-0.2,9.0,1,1.1
NC(=O)CC(NC(=O)Cc1cccc2ccccc12)c1ccc(N2CCN(c3ccc(F)cc3)CC2)c([N+](=O)[O-])c1 (configuration not stated),4.3,0.956,28.6,1.5,-6.3,14.2,4.4,0.858,0.9
O=C(CCN1C(=O)c2ccccc2S1(=O)=O)N1CCN(c2cccc(Cl)c2)CC1,22.1,1.03,-8.4,-1.4,-2.4,0.4,-2.8,0.996,2.9
CC1=C(C(=O)OCc2ccccc2)C(c2ccccc2)NC(=O)N1 (configuration not stated),14.7,0.989,-5.7,-6.2,-0.9,2.1,1.1,0.979,-0.7
O=C(N/N=C/c1ccc(O)c2ncccc12)c1cccc(Br)c1,-56.3,0.955,-7.9,-4.4,-5.0,-6.2,4.5,1.06,51.9*
O=C(CSc1nnc(CNc2ccc(F)cc2)o1)OC1CCCCC1,20.4,0.916,-6.9,-2.1,-3.4,6.6,8.4,0.934,3.5
Cc1cc(N2CCN(c3ccccc3)CC2)n2c(n1)nc1ccccc12,-2.2,0.907,-4.9,5.6,-2.1,8.0,9.3,0.92,-6.9
Nn1c(SCC(=O)Nc2ccccc2F)nnc1-c1cccs1,5.8,0.963,-4.4,1.5,0.6,-4.3,3.7,1.04,3.0
Cc1ccccc1C(=O)NC(CC(C)C)C(=O)Nc1ccc(F)c([N+](=O)[O-])c1 (configuration not stated),6.5,0.966,1.1,1.6,-5.6,-0.3,3.4,1,2.5
COCc1nnc(NC(=O)CS(=O)(=O)c2ccc(C)cc2)s1,15.8,0.982,1.2,0.7,-2.7,1.7,1.8,0.983,1.6
COc1ccc(N2CCN(C(=O)CSc3ncn[nH]3)CC2)cc1,-0.4,1.06,-4.2,-0.9,-0.9,12.0,-6.1,0.88,1.9
O=C(NCc1cccs1)c1cc(-c2ccncc2)nc2ccc(Br)cc12,16.4,0.937,-11.2,5.5,-0.4,6.1,6.3,0.939,/
CCOC(=O)Cc1cn2c(=O)cc(CSCC(=O)Nc3ccc(C)c(C)c3)nc2s1,1.2,0.794,4.0,7.8,-1.7,1.2,20.6,0.988,-7.7
COC(=O)c1ccc(/C=C2/C(=O)Oc3ccccc32)cc1,8.4,0.989,-7.1,-5.4,2.9,-6.7,1.1,1.07,-0.6
CC(C)(C)NC[C@H](O)COc1cccc2c1CCCC2=O,19.7,0.992,-0.1,-2.6,1.0,-29.3,0.8,1.29,0.4
COc1ccc(C(=O)c2cc([N+](=O)[O-])ccc2N2CCN(C)CC2)cc1,2.5,0.952,-2.1,0.6,-3.3,10.4,4.8,0.896,-0.2
CCn1cc(C(=O)OCC(=O)OC2CC(C)CCC2C(C)C)c(=O)c2ccc(C)nc21 (configuration not stated),13.2,0.976,-0.7,-0.6,-5.3,4.5,2.4,0.955,3.3
CC(=O)c1ccc(N2CCN(C(=O)c3cc(C)on3)CC2)cc1,-7.4,0.965,-3.5,-1.5,-0.6,15.9,3.5,0.841,-1.2
Cc1c(-c2cc(C(=O)O)no2)cnn1C,2.0,0.991,-7.4,-2.5,-0.6,-17.8,0.9,1.18,2.1
Cc1ccc(NS(=O)(=O)c2cccc(C(=O)O)c2)c(C)c1,-9.7,0.963,0.2,-4.2,-1.8,-0.2,3.7,1,-3.2
Cc1ccc(-c2nc(=O)[nH]c3ccc(Br)cc23)cc1,25.5,0.903,-8.4,-10.0,1.9,2.1,9.7,0.979,-11.3
Cc1ccc(S(=O)(=O)N(C)C)cc1NC(=S)NCCCn1ccnc1,10.6,0.937,-6.9,-4.1,1.1,-0.7,6.3,1.01,1.5
Cc1cccc(C)c1NC(=O)c1sc(Cl)nc1C,-35.9,1.01,-3.7,4.5,1.3,8.0,-0.9,0.92,-1.0

# Compound activity deposited in PubChem BioAssay by Sanford-Burnham Center for Chemical Genomics.
